Screening data deposited in PubChem by The Scripps Research Institute Molecular Screening Center.
PAFAH1B3 FP inh – PAFAH1B3 enzyme inhibitors, primary screen, biochemical, fluorescence polarization, human; Platelet-activating factor acetylhydrolase IB subunit alpha1 (Homo sapiens), Q15102; recombinant PAFAH1B3, FP-rhodamine probe; inhibition, % at 3.39 µM; 0.28% of 340,000 active; AID 492972, 2010;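 active = inhibition above the screen-wide average of all tested compounds plus 3 SD, cut at about 25% in these data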;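 note: 0% = enzyme with DMSO only and 100% = wells lacking PAFAH1B3 protein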
LYPLA1 inh – LYPLA1 inhibitors, primary screen, counter-screen for PME1 inhibitor project, biochemical, fluorescence polarization, FP-Rh probe ABPP; Acyl-protein thioesterase 1 (Homo sapiens), O75608; recombinant LYPLA1; inhibition, % at 5.9 µM; 0.16% of 320,000 active; AID 2174, 2009;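 active = inhibition above the mean of all tested compounds plus 3 SD, set per campaign, cut at about 14% in these data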;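 note: inhibitors block serine hydrolase probe labeling of LYPLA1 so polarization falls; 0% = enzyme with DMSO and 100% = wells lacking LYPLA1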
PAFAH2 inh – PAFAH2 enzyme inhibitors, primary screen, biochemical, fluorescence polarization, human | Platelet-activating factor acetylhydrolase 2, cytoplasmic (Homo sapiens), Q99487 | recombinant PAFAH2, FP-rhodamine activity probe | inhibition, % at 3.39 µM | 0.99% of 340,000 active;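 active = inhibition above the mean over all tested compounds plus 3 SD, cut at about 30% in these data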;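 note: inhibitors block probe labeling of enzyme so polarization drops; 0% = enzyme with DMSO and 100% = wells lacking PAFAH2 protein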
GSTO1 counter – inhibitors of recombinant GSTO1, primary screen, counter-screen for RBBP9 inhibitor project, biochemical, fluorescence polarization; Glutathione S-transferase omega-1 (Homo sapiens), P78417; inhibition, % at 5.96 µM; activity-based probe fluorescence polarization; 1.1% of 300,000 active;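 active = inhibition above the campaign mean inhibition plus 3 SD, cut at about 35% in these data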;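 note: 0% = GSTO1-1 with DMSO and 100% = wells lacking GSTO1-1 enzyme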
PAD4 inh – human PAD4 inhibitors, primary screen, biochemical, fluorescence polarization, 1536-well format; Protein-arginine deiminase type-4 (Homo sapiens), Q9UM07; inhibition, % at 6.36 µM; recombinant PAD4, RCA probe fluorescence polarization; AID 485272, 2010; 0.41% of 330,000 active;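 active = percent inhibition above a cutoff equal to the mean of all tested compounds plus 3 SD, cut at about 15% in these data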;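 note: 0% = PAD4 with RCA probe and DMSO and 100% = probe without PAD4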
pPAFAH inh – pPAFAH enzyme inhibitors, primary screen, biochemical, fluorescence polarization, human. inhibition, % at 3.39 µM. AID 463082, 2010. recombinant pPAFAH, FP-rhodamine probe fluorescence polarization. 1.5% of 330,000 active. Platelet-activating factor acetylhydrolase (Homo sapiens), Q13093;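 active = inhibition above the mean inhibition across the screen plus 3 SD, cut at about 25% in these data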;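 note: inhibitors block binding of the rhodamine activity-based probe so polarization drops; 0% = enzyme with DMSO and 100% = wells lacking pPAFAH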
Target sequence (Q13093 whole entry, looked up): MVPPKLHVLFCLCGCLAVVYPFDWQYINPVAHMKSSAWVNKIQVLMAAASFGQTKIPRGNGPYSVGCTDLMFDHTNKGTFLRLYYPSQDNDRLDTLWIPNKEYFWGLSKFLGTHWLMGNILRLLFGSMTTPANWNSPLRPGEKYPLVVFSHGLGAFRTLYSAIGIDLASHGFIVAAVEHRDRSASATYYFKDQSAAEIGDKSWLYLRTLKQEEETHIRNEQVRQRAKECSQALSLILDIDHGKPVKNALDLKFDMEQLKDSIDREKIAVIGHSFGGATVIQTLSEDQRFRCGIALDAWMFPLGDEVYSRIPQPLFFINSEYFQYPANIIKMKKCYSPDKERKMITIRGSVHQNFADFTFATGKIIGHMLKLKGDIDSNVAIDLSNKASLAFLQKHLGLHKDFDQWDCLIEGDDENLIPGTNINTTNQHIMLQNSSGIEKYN
LYPLA2 counter – LYPLA2 inhibitors, primary screen, counter-screen for PME1 inhibitor project, biochemical, fluorescence polarization, FP-Rh probe ABPP; AID 2177, 2009; recombinant LYPLA2; inhibition, % at 5.9 µM; 0.38% of 320,000 active; Acyl-protein thioesterase 2 (Homo sapiens), O95372;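 active = inhibition above the screen-wide mean plus 3 SD, limit set per campaign, cut at about 26% in these data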;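 note: 0% = LYPLA2 with DMSO and 100% = wells lacking LYPLA2 enzyme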
Target sequence (O95372 whole entry, looked up): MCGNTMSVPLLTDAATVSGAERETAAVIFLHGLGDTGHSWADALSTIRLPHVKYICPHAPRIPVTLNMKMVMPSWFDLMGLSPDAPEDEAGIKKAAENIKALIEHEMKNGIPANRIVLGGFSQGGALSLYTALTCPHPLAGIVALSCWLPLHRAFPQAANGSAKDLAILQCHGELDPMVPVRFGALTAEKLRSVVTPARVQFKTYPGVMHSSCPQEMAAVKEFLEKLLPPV
PME-1 inh – PME-1 inhibitors via competitive probe labeling, primary screen, biochemical, fluorescence polarization, FP-Rh probe, HTS | Protein phosphatase methylesterase 1 (Homo sapiens), Q9Y570 | 0.53% of 320,000 active | recombinant PME-1 | inhibition, % at 5.9 µM;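 active = inhibition above the campaign mean of all compounds plus 3 SD, cut at about 26% in these data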;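 note: competitive labeling of PME-1 active site by serine hydrolase directed probe; 0% = PME-1 with DMSO and 100% = wells lacking PME-1 enzyme; inhibitors block probe labeling so polarization falls and inhibition rises; many of its hits are not listed in these tables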
Target sequence (Q9Y570 whole entry, looked up): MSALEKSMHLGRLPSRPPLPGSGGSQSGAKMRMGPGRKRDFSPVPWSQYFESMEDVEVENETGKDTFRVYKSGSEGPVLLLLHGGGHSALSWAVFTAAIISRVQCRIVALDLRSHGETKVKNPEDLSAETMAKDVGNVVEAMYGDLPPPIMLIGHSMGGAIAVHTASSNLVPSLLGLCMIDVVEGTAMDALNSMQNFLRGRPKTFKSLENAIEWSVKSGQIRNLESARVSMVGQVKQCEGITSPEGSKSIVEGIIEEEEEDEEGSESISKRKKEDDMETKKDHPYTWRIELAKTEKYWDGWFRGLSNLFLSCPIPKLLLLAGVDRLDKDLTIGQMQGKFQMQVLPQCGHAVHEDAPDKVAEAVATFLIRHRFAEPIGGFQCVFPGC
PAFAH1B2 inh – PAFAH1B2 enzyme inhibitors, primary screen, biochemical, fluorescence polarization, human | 1.2% of 340,000 active | inhibition, % at 3.39 µM | Platelet-activating factor acetylhydrolase IB subunit alpha2 (Homo sapiens), P68402 | recombinant PAFAH1B2, FP-rhodamine activity probe;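 active = inhibition above the mean of all tested compounds plus 3 SD, cut at about 24% in these data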;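 note: 0% = enzyme with DMSO and 100% = wells lacking PAFAH1B2; many of its hits are not listed in these tables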
* hit, by the source's call; . = not tested or not shown. Not all compounds are listed. The share of hits here may be higher or lower than overall.

SMILES	PAFAH1B3 FP inh	LYPLA1 inh	PAFAH2 inh	GSTO1 counter	PAD4 inh	pPAFAH inh	LYPLA2 counter	PME-1 inh	PAFAH1B2 inh
CCOc1ccc2nc(SCC(=O)NC3CCS(=O)(=O)C3)[nH]c2c1 (configuration not stated)	5	0	2	7	-3	2	2	-5	2
COc1ccc2cc(C(=O)Nc3ccc(Cl)cc3)sc(=O)c2c1OC	-43	-19	-64	1	-4	-4	-18	-30	-24
COc1ccc(OCC(=O)NNC(=S)NC(=O)c2ccc(Br)o2)cc1	5	1	1	-2	1	8	3	8	6
O=C1OC(c2ccccc2)=C/C1=C/N1CCCCC1	0	1	4	0	0	8	-5	0	0
Cc1cccnc1NC(=O)CNC(=O)COc1ccccc1	3	1	5	9	1	-4	6	1	2
CCOC(=O)c1sc(NC(=O)c2cc(-c3ccc(C)cc3)nc3ccccc23)c(C#N)c1C	6	-6	-11	-1	1	-3	-2	-1	4
COc1ccc(CCNC(=O)CSc2nc(C)cc(C)n2)cc1OC	6	-1	-8	1	-7	3	-1	-3	-1
CNC(=S)N1CCC(n2cnc3ccccc32)CC1	-1	2	6	-2	-5	-3	4	0	1
Cc1cc(C)n(-c2nc3ccccc3c(=O)n2OCC(=O)Nc2c(C)cccc2C)n1	-2	2	-2	-3	0	8	2	0	2
COc1ccc(C(CC(=O)NCc2ccccc2)Sc2n[nH]c(-c3ccccc3)n2)cc1 (configuration not stated)	1	-1	-5	-1	3	-3	-6	1	3
CCN(CC)S(=O)(=O)c1ccc(OC)c(NC(=O)c2cn(CC)c3nc(C)ccc3c2=O)c1	2	2	1	2	6	-3	-3	2	4
COCCn1c(=NC(=O)c2nc3ccccc3s2)sc2cc(S(C)(=O)=O)ccc21	1	-7	-6	-8	-3	-1	-8	3	2
CC(=O)Nc1ccc(S(=O)(=O)NNC(=O)COc2cccc3ccccc23)cc1	0	-2	-2	5	-2	2	3	4	4
S=c1[nH]nc(-c2ccncc2)n1/N=C/c1cn(-c2ccccc2)nc1-c1ccccc1	.	0	.	5	7	12	-1	2	.
O=C(COC(=O)/C=C/c1cccc(Cl)c1)NCCc1ccccc1	-7	-3	20	2	0	4	3	0	4
CC(Sc1nc(-c2ccc(F)cc2)cs1)C(=O)Nc1ccc(Cl)cn1 (configuration not stated)	-3	-2	2	-6	-3	-12	-11	-3	1
Cc1ccc(CCNC(=O)C2CCN(S(=O)(=O)N3CCCC3)CC2)cc1	-3	2	-2	2	-2	4	5	-1	9
FC(F)(F)c1cc(-c2ccco2)nc(NCCc2ccccc2)n1	0	-2	12	-5	-8	1	-13	-7	4
COc1ccc(NS(=O)(=O)c2cc(NC(=O)c3cc(F)c(F)cc3Cl)ccc2N2CCOCC2)cc1	9	.	0	.	6	0	.	.	0
COc1ccccc1N1CCN(S(=O)(=O)CCNC(=O)c2ccc(Br)o2)CC1	5	-2	1	-6	3	4	-2	-4	1
Cc1cc(=O)oc2cc(NC(=O)C(C)N3C(=O)C4CCCCC4C3=O)ccc12 (configuration not stated)	0	4	-4	.	1	0	1	-4	3
CCOC(=O)CC1(NC(=O)c2cc(COc3ccc(F)c(F)c3)on2)CCCCC1	-3	-5	3	9	2	3	-13	-2	9
CCCC(=O)Nc1cccc(Oc2nc(C)cc(C)c2C#N)c1	7	1	10	-2	-4	2	4	2	-1
CC(Sc1nn(-c2ccccc2)c(=S)s1)C(=O)NCC1CCCO1 (configuration not stated)	10	-4	0	.	-3	2	-1	1	2
CCC(=O)Nc1cc(-c2nn(C)c(=O)c3ccccc23)ccc1OC	6	-1	2	-2	-1	0	1	5	1
CCCn1nnnc1NCc1ccc(N(CC)CC)cc1	-3	0	-4	0	-6	2	-4	-6	6
COc1ccc(OC)c(C2C(C(C)=O)=C(O)C(=O)N2Cc2cccnc2)c1 (configuration not stated)	6	0	0	1	-4	2	2	5	-4
O=[N+]([O-])c1cc(S(=O)(=O)N2CCOCC2)ccc1N1CCCC1	5	0	0	-6	5	2	-3	-3	6
CC1(C)NC(=O)N(CC(O)CNC23CC4CC(CC(C4)C2)C3)C1=O (configuration not stated)	11	-3	-8	-11	-4	1	-1	-6	4
CC(C)C[C@@]12C(=O)N(c3cccc(Cl)c3)C(=O)N1[C@H](c1ccc(Cl)cc1)[C@@H]1C(=O)N(C3CCCCC3)C(=O)[C@@H]12	2	-2	-9	-1	-2	5	-2	-1	0
COc1ccc(Nc2nc(OC)nc(N3CCOCC3)n2)cc1	0	-2	-1	-2	-1	4	8	-2	1
Cn1cc(/C=N\NC(=O)c2cccs2)c2ccccc21	0	0	5	4	-1	6	-4	6	3
COc1cc(/C=C2\OC(=O)c3c(OC)cccc32)ccc1O	-3	3	2	1	-5	8	-1	7	10
O=C(/C=C/c1ccc([N+](=O)[O-])cc1)NCc1ccccn1	-9	4	8	6	-1	4	24	0	-4
COC(=O)CC1C(=O)NCCN1C(=O)c1cc(OC)c(OC)cc1OC (configuration not stated)	3	-2	-1	6	-3	7	-4	2	4
CCc1ccc(NC(=S)N(CCCN2CCN(C)CC2)Cc2cccs2)cc1	6	1	4	0	2	1	1	-3	0
CC(NC(=O)Cc1ccc(-c2ccccc2)cc1)c1ccccc1 (configuration not stated)	1	-1	6	-2	2	5	2	1	5
CCOC(=O)N1CCN(C(=O)C(CC(C)C)NC(=O)C2CCCCC2)CC1 (configuration not stated)	0	2	-10	-6	-6	3	0	-4	1
O=c1[nH]c2ccccc2n1Cc1ccccc1	4	0	3	-1	-1	-1	0	-3	1
O=C1CC(=C2c3ccccc3-c3ccccc32)C(=O)N1CCCCN1CCN(c2ccccc2)CC1	-4	-6	4	6	-8	41*	3	2	-1
CCN(CC)c1c([N+](=O)[O-])c(=O)n(C)c2ccccc12	10	-4	-2	1	-3	3	-6	0	3
COc1ccc(C2C(C(=O)c3sc(C)nc3C)=C(O)C(=O)N2CCCn2ccnc2)cc1OC (configuration not stated)	1	2	6	5	-6	-3	4	-4	0
CCn1ncc([N+](=O)[O-])c1C(=O)n1nc(C)cc1C	17	4	1	3	-1	15	2	-4	-3
O=C(Nc1ccc(N2CCN(c3ccc(C(F)(F)F)cn3)CC2)nc1)c1cccs1	-1	-1	-2	1	0	-1	-6	4	0
Cc1nn2c(N3CCCC3)c3c(nc2c1-c1ccccc1)CCC3	.	0	.	10	0	14	7	6	.
Cc1cc(C(=O)CSc2nn3c(=O)c(C(C)(C)C)nnc3s2)c(C)n1-c1ccc(F)cc1	-2	-7	3	-15	2	5	-12	-2	3
CC(=O)c1ccc(NC(=S)NCCCN2CCOCC2)cc1	6	2	-8	5	0	-2	10	5	6
Cc1ccc2oc(C(=O)N(CCO)Cc3ccccc3)c(C)c2c1	6	-2	-1	11	-9	-6	-7	-6	3
CC(C)CCNC(=O)C1CCCN(S(=O)(=O)c2ccc(F)cc2)C1 (configuration not stated)	0	5	-3	4	1	3	0	-3	3
CC(=O)Nc1ccc(NC(=O)CCC(=O)OCC(=O)c2ccc(C)c([N+](=O)[O-])c2)cc1	0	1	4	4	-2	-1	-5	-4	2
CCn1c(=S)sc2c(=O)n(CC(=O)NCCCc3ccccc3)c(C)nc21	1	3	1	-1	-1	1	5	0	1
CCC(C)OC(=O)C1=C(C)O[C@]23OC(N)=C(C#N)[C@]12C(=O)c1ccccc13 (some centres not stated)	2	2	-8	6	2	3	2	4	-3
CSc1ncccc1C(=O)Nc1nc2ccc(F)cc2s1	4	-1	2	-6	0	11	2	10	7
O=C(Nc1nnc(-c2ccccc2)o1)c1cccc(N2C(=O)CCC2=O)c1	6	-1	4	1	0	1	-3	-6	2
COc1cc(C(=O)NNC(=S)NC(=O)c2ccc(Cl)cc2)cc(OC)c1OC	8	2	4	0	3	8	-4	7	12
Cc1cc(NC(=O)c2cc(-c3ccccc3)on2)no1	7	3	-4	3	2	3	-1	-1	4
O=C(Nc1ccccc1)C1Cc2ccccc2CN1C(=O)c1ccco1 (configuration not stated)	3	-3	0	2	-4	0	-6	-3	7
CCn1c(C)cc(/C=C2/NC(=O)N(Cc3ccccc3F)C2=O)c1C	2	3	0	1	-2	17	8	4	-5
O=c1ccc(NS(=O)(=O)c2ccccc2Cl)cn1Cc1ccc(Cl)c(Cl)c1	-8	-1	4	3	1	10	1	2	13
COc1ccc(N2CCC(CNC(=S)Nc3cccc(C)c3)C2)cc1 (configuration not stated)	6	-3	1	-4	-8	10	4	-1	-4
Following part
SMILES	PAFAH1B3 FP inh	LYPLA1 inh	PAFAH2 inh	GSTO1 counter	PAD4 inh	pPAFAH inh	LYPLA2 counter	PME-1 inh	PAFAH1B2 inh
CCOC(=O)c1cccc(P(C)(C)=O)c1	5	1	4	-1	-3	-2	-2	3	-2
O=C(COC(=O)C12CC3CC(CC(Br)(C3)C1)C2)Nc1c(F)cccc1F	14	.	11	.	-6	-5	.	.	35*
O=C(O)c1cc(-c2ccco2)[nH]n1	9	3	7	9	7	0	-6	1	7
O=C(CC1CCCCC1)Nc1ccc(-c2ccc3nncn3n2)cc1	5	-2	10	-4	-3	-2	0	3	6
O=C(Nc1ccnn1C1CCN(C(=O)c2ccc(F)cc2)CC1)C1CCOC1 (configuration not stated)	4	-5	2	2	0	0	0	0	4
CC(C)COc1ccc(C(=O)Nc2ccc(NC(=O)c3ccco3)c(Cl)c2)cc1	-2	-3	-1	-7	-2	-3	-5	0	0
CSc1sc(C(=O)NCC2CC2)c(-c2cccs2)c1C#N	.	-4	.	1	1	2	-2	2	.
O=C(CSc1nnc(NC(=O)C2CC2)s1)NCc1ccccc1	2	0	0	4	-1	2	-1	-3	-4
COc1cc(CN2CCN(CCCc3ccccc3)CC2CCO)cc(OC)c1 (configuration not stated)	9	-1	2	4	2	0	0	0	0
CC1(C)CC(=O)c2c(O)c(-c3ccccc3)c(=O)n(-c3ccccc3)c2C1	6	0	-2	8	0	1	5	-1	3
COc1ccc(NC(=O)CCS(=O)(=O)c2cccc3nonc23)c(OC)c1	12	4	4	1	-1	5	9	5	-1
CCOC(=O)CNC(=O)COc1coc(CN2CCN(c3ccccc3)CC2)cc1=O	1	0	9	-8	-5	2	4	1	1
CCOCc1nnc(NC(=O)c2ccc3c(c2)OCO3)s1	0	5	2	-1	0	-1	6	-1	-2
CCS(=O)(=O)c1nc(S(=O)(=O)c2ccc(Cl)cc2)c(NCCCN2CCOCC2)s1	5	4	5	3	-2	5	8	0	0
S=c1nc[nH]c2c1sc1nc(-c3ccccc3)c3c(c12)CCCC3	7	-3	29	2	-2	14	1	7	5
